# Source: PubChem
# 12-LOX inh = inhibitors of human 12S-lipoxygenase ALOX12. P18054. purified 12hLO, xylenol orange hydroperoxide absorbance. Potency, µM (series often up to 108 µM), for inactives: at the highest dose activity change, negative = inhibition, most hits filed as inhibitors. 580,000 compounds, 1.1% hits. AID 1671190
# Target sequence (P18054 whole entry, looked up): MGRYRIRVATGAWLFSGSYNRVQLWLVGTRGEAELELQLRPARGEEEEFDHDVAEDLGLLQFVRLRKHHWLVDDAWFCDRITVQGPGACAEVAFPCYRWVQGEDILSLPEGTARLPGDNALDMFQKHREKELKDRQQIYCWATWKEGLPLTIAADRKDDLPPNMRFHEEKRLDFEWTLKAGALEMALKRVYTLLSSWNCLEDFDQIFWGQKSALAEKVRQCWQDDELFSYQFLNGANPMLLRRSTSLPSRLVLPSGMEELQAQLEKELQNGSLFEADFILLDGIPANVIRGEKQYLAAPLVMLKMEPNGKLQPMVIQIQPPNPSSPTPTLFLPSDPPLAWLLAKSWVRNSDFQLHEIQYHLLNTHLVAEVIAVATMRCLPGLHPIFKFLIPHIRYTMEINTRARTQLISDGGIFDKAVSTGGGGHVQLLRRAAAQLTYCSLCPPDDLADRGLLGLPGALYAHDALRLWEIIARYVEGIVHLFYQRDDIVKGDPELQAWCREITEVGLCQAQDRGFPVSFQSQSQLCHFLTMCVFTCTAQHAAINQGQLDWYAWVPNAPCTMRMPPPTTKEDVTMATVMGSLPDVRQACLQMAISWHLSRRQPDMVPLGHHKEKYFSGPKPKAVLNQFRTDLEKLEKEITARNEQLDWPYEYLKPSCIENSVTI
#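 Purified human 12hLO (150 nM final) in 25 mM Hepes, 0.01% Triton X-100, pH 7.0 was preincubated 15 min at room temperature with compound. Then 40 uM arachidonic acid was added, 30 min. Hydroperoxide was read by Fe-XO absorbance ratio 573/405 nm.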
# GLS inhibitor = blocks human kidney-isoform glutaminase activity; O94925; 410,000 compounds, 0.21% hits; GLS enzymatic activity, qHTS titration; Potency, µM (highest dose often 45.5 µM), inactives show at the top dose activity change, negative = inhibition, most hits filed as inhibitors; AID 624170
#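 hKGA in 45 mM KH2PO4 pH 8.2, 0.02% Tween-20 with pin-transferred compounds; 1 mM L-glutamine (stock) plus glutamate oxidase/HRP/Amplex Red coupling added. Fluorescence read initially and after 30 min at RT.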
# Numbers without * were called inactive; u = inconclusive; [ ] = remark or other dose. Calls come from the whole dose curve; as a rule, active = well fitted inhibition curve with a large enough effect; inconclusive = small, poorly fitted or top-dose-only effect, or another doubt; inactive = no such curve, though single readings can be large or run the other way. % is set by controls: 0 for no effect and ±100 for the full control effect; potency is the fitted concentration of half-maximal effect. The list is partial (hit frequency here may not be typical).
12-LOX inh	GLS inhibitor	Molecule
3.1%	-1.9%	O=C(O)c1ccc(CSc2nc3c(c(=O)[nH]2)CCC3)cc1
11.3%	1.4%	CCNC(=O)C1(C)CCN(C(=O)c2ccc(C(F)(F)F)cc2)C1 (stereo not drawn)
-2.0%	3.2%	COc1ccc(-c2coc3c(C(=O)N4CCN(C)CC4)cccc23)c(C)c1
-16.2%	-1.9%	CCNC(=O)C1(C)CCCN(C(=O)/C=C/c2ccccc2)C1 (stereo not drawn)
u	-0.7%	COc1cc(C(O)c2nc(-c3cncnc3)cs2)ccc1F (stereo not drawn)
19.3%	-25.5%	CCCCOCCCNC(=O)C[C@@H]1C[C@@]2(C(=O)OCC)CCC=C2N(CCC2=CCCCC2)C1=O
-11.3%	-1.5%	Cc1cc(C)cc(Cn2cc(CN3CC(N4CCCC4)CS3(=O)=O)nn2)c1 (stereo not drawn)
1.4%	3.3%	COC(=O)c1ccccc1NC(=O)CCCOc1cc(=O)n(C)c2ccccc12
-26.3%[57.4 µM]	14.8%	CC[C@]1(O)C[C@H]2CN(CCC3=c4ccccc4=N[C]3[C@@](C(=O)OC)(c3cc4c(cc3OC)N(C)[C@H]3[C@@](O)(C(N)=O)[C@H](O)[C@]5(CC)C=CCN6CC[C@]43[C@@H]65)C2)C1
-23.7%	0.2%	Nc1ncnc2c1ncn2[C@@H]1O[C@H](C(=O)N2CCC(F)(F)CC2)[C@@H](O)[C@H]1O
3.7%	5.4%	CN(C)CCNc1ncnc2c1ncn2[C@H]1CN(Cc2ccccc2)C[C@@H](CO)O1
8.7%	-4.5%	CCCCCCCCCCCCCCCCC(C(=O)O)C(O)(CC(=O)O)C(=O)O (stereo not drawn)
-12.6%	19.2%	Cn1c(=O)c2cc(NC(=O)NCCc3ccccc3)ccc2n1Cc1cccc(C(F)(F)F)c1
-61.1%	-6.4%	COC(=O)c1ccc2nc(-c3cccc(Cl)c3)c(Cc3ccccc3OC)n2c1
6.7%	11.5%	O=C(c1[nH]c(C(F)(F)F)nc1-c1ccccc1)N1CCN(c2c(Cl)cncc2Cl)CC1

# A portion taken from the entries so far:
12-LOX inh	GLS inhibitor	Molecule
-23.7%	0.2%	Nc1ncnc2c1ncn2[C@@H]1O[C@H](C(=O)N2CCC(F)(F)CC2)[C@@H](O)[C@H]1O
3.7%	5.4%	CN(C)CCNc1ncnc2c1ncn2[C@H]1CN(Cc2ccccc2)C[C@@H](CO)O1
8.7%	-4.5%	CCCCCCCCCCCCCCCCC(C(=O)O)C(O)(CC(=O)O)C(=O)O (stereo not drawn)
-12.6%	19.2%	Cn1c(=O)c2cc(NC(=O)NCCc3ccccc3)ccc2n1Cc1cccc(C(F)(F)F)c1
-61.1%	-6.4%	COC(=O)c1ccc2nc(-c3cccc(Cl)c3)c(Cc3ccccc3OC)n2c1
6.7%	11.5%	O=C(c1[nH]c(C(F)(F)F)nc1-c1ccccc1)N1CCN(c2c(Cl)cncc2Cl)CC1

# Further entries follow:
12-LOX inh	GLS inhibitor	Molecule
1.1%	-2.7%	CC1C(=O)CC2C3(C)CCC2(C(C)C(=O)O)C(=O)C13 (stereo not drawn)
-1.5%	1.1%	COc1ccc(NC(=O)C2(C)CCN2Cc2ccc(C(C)C)cc2)cc1OC (stereo not drawn)
u	18.8%	Cc1ccc(S(=O)(=O)NC(=O)Cn2nnc(-c3ccccc3)c2COc2ccc3ccccc3c2)cc1
-16.3%	-2.5%	CC(C)(C)NC(=O)C1c2ccccc2OCC(=O)N1CCCN1CCOCC1 (stereo not drawn)
39.8µM*	u	COc1ccc(C(C#N)=C2C=CC(=NO)c3ccccc32)cc1
-20.6%	3.8%	CC1(C(=O)NS(=O)(=O)c2ccc(C#N)cc2)CCN1C(=O)CCc1ccc(Cl)cc1Cl (stereo not drawn)
-15.3%	12.7%	CC(=O)c1ccc(-c2cnc3c(NC=O)cc(-c4ccc(N5CCN(C)CC5)cc4)cn23)cc1
-23.6%	5.4%	O=C(NCc1ccccc1)C1c2ccccc2OCC(=O)N1Cc1ccccc1 (stereo not drawn)
u	9.5%	Cc1ccc2c(CN3CCN(c4ccc(Cl)c(Cl)c4)CC3)cc(=O)oc2c1
-26.4%	-0.2%	Cc1ccc(CC2(C)C(=O)Nc3c(Cl)cccc32)cc1 (stereo not drawn)
-22.3%	-7.6%	Cc1cc(F)ccc1-c1cc(C(=O)NCc2ccc(C(F)(F)F)cc2)[nH]n1
17.4%	5.5%	Cc1ccc(C)c(N2CCN(C(c3ccccc3)c3nnnn3C(C)(C)C)CC2)c1 (stereo not drawn)
11.9%	-8.8%	COc1ccc(CCCNC(=O)C2(C)Cc3c(-c4ccc(NC(C)=O)cc4)ccnc3O2)cc1 (stereo not drawn)
2.7%	25.8%	CN(C)c1ccc(-c2ccnc3c2CC(C)(C(=O)NCCC(F)(F)F)O3)cc1 (stereo not drawn)
-13.0%	4.0%	Cc1cc(Br)cn2c(Cc3cccc(F)c3)c(C3CCCCC3)nc12
u	3.1%	CCOC(=O)[C@]12CCC=C1N(Cc1ccc3c(c1)OCO3)C(=O)[C@H](CC(=O)NCc1cccs1)C2
u	1.2%	COC(=O)[C@@]1(Sc2ccc(C)cc2)CC(=O)N(C(=O)C2CC2)[C@@H]1c1ccccc1
-16.8%	-4.0%	CN1C[C@@H](CO)O[C@@H](n2cnc3c(N4CCN(CCO)CC4)ncnc32)C1
0.1%	-4.1%	CCCC(=O)N1CCOCC1c1cc(C(=O)Nc2ccccc2)no1 (stereo not drawn)
u	7.6%	Cc1ccc(OCCNC(=O)[C@H]2O[C@@H](n3ccc(N)nc3=O)[C@H](O)[C@@H]2O)cc1C
3.7%	2.2%	COc1ccc(CCCNC(=O)C2(C)Cc3c(-c4ccc5c(c4)OCO5)ccnc3O2)cc1 (stereo not drawn)
4.4%	5.4%	Cc1ccccc1-c1cc2nc(NCc3ccccc3F)n(C)c(=O)c2s1
3.7%	-0.7%	COCCNC(=O)C1(C)CCN(C(=O)c2ccc(OC)c(F)c2)C1 (stereo not drawn)
-14.6%	8.6%	COc1cccc(-c2ccc3c(c2)N(Cc2ccccc2OC)C(=O)C(C)S3)c1 (stereo not drawn)
-1.0%	4.6%	COc1ccc(-c2csc(C(O)c3ccc(F)c(F)c3)n2)cn1 (stereo not drawn)
-3.4%	3.4%	CN1OC[C@@H]2CN(C(=O)C(C)(C)C)[C@H](c3ccc(-n4ccnc4)cc3)C[C@@H]21
16.0%	-3.0%	CC(=O)NC(C)(c1ccccc1)c1nc(-c2cncnc2)cs1 (stereo not drawn)
2.6%	1.3%	O=C(NC(c1ccc(Cl)cc1)c1cnccn1)C1CCN(Cc2ccccc2)CC1 (stereo not drawn)
-9.6%	4.5%	Cc1ccccc1CC(=O)Nc1ccc2c(c1)c(=O)n(C)n2-c1ccccc1F
-29.8%	5.1%	COc1cccc(CN2CCC2(C)C(=O)Nc2ccc3c(c2)CCN3C(C)=O)c1F (stereo not drawn)
5.4%	-1.7%	OCC[C@@H]1C[C@H](O)[C@@H](O)[C@]2(OCCc3cc(Cl)ccc32)O1
9.4%	8.5%	Nc1ncnc2c1ncn2[C@@H]1O[C@H](C(=O)NCc2ccc(OC(F)(F)F)cc2)[C@@H](O)[C@H]1O
-13.3%	-4.5%	Cc1ccc(Cl)cc1-c1cc(C(=O)NCc2ccco2)[nH]n1
-3.5%	-4.8%	CCNC(=O)C1(C)CCCN(C(=O)c2cc(-c3cccs3)oc2C)C1 (stereo not drawn)
u	3.8%	Cc1nnc(NCC=Cc2ccccc2)s1
-0.9%	-1.5%	CC(=O)NCCNC(=O)C1Cc2c(-c3cccc(NC(C)=O)c3)ccnc2O1 (stereo not drawn)
8.8%	0.3%	O=C(Nc1ccccc1C(=O)Nc1nccs1)c1ccccc1
-6.5%	-2.8%	COc1ccc(OC)c(NC(=O)c2cc(-c3ccc(F)cc3OC(C)C)n[nH]2)c1
-50.5%	-0.1%	CCc1oc(-c2ccc(OC)cc2)c(C(=O)OCCCCCO)c1C(C)OCCO (stereo not drawn)
-5.0%	-5.9%	CCOC(=O)C1CCCN(C(=O)c2cccs2)CC1 (stereo not drawn)
u	15.1%	CC(=O)O[C@@H](Cc1ccc(O)cc1)C(=O)CC(C)C
u	15.6%	c1ccc(OCCNc2nc(NCC3CC3)nc3cc(-c4ccccc4)sc23)cc1
u	6.5%	O=C(NCCN1CCC(n2c(=O)[nH]c3ccccc32)CC1)c1cccs1
u	5.3%	CCOC(=O)[C@]12CCC=C1N(Cc1ccco1)C(=O)[C@H](CC(=O)N1CCOCC1)C2
u	2.5%	Cc1ccc2c(CN(Cc3ccccc3)Cc3ccccc3)cc(=O)oc2c1

# Reformatted comma-delimited: part of the list above.
canonical_smiles,12-LOX inh,GLS inhibitor
Cc1nnc(NCC=Cc2ccccc2)s1,u,3.8%
CC(=O)NCCNC(=O)C1Cc2c(-c3cccc(NC(C)=O)c3)ccnc2O1 (stereo not drawn),-0.9%,-1.5%
O=C(Nc1ccccc1C(=O)Nc1nccs1)c1ccccc1,8.8%,0.3%

# Carrying on:
12-LOX inh	GLS inhibitor	Molecule
0.0%	22.6%	CC(C)C[C@@H](CN1CCC[C@H]1CN1C(=O)C(=O)NC[C@@H]1Cc1ccc(O)cc1)N1C[C@H](Cc2ccc(O)cc2)N(CC2CCCCCC2)C(=O)C1=O
-15.4%	4.0%	Cc1cccc(C)c1NC(=O)C1(C)CCC(=O)N1C1CCN(Cc2ccccc2)CC1 (stereo not drawn)
-19.1%	1.0%	CN(C)C(=O)c1cccc(-c2cnc3c(NC=O)cc(-c4cccc(C(F)(F)F)c4)cn23)c1
1.0%	6.7%	COc1ccc(Cl)c(-c2cc(C(=O)Nc3ccc(C)c(NS(C)(=O)=O)c3)[nH]n2)c1
-53.6%	-1.3%	Cc1ccsc1C(=O)N1CCC1(C)C(=O)NCc1cccc2ccccc12 (stereo not drawn)
-23.6%	9.9%	O=C(NCc1cccs1)C1Cc2c(-c3ccc(Cl)cc3)ccnc2O1 (stereo not drawn)
-3.6%	5.3%	O=C1OC2C(O)COC23OC(O)CCC13O (stereo not drawn)
0.0%	-2.3%	COC(=O)[C@]12CCCCC=C1N(Cc1ccco1)C(=O)[C@H](CC(=O)NCCCCc1ccccc1)C2
-6.9%	28.5%	O=C(Nc1ccc2c(c1)OCCO2)C(C1CC1)N1CCN(c2ccc(F)cc2)CC1 (stereo not drawn)
-1.5%	-9.8%	Cc1cc(NC(=O)c2ccc3sc([C@@H]4O[C@H](CO)[C@H](O)[C@H](O)[C@H]4O)nc3c2)n(C)n1
-13.3%[22.9 µM]	-1.4%	CC(C(O)c1ccccc1)N(C)CCOC(c1ccccc1)c1ccccc1 (stereo not drawn)
-14.6%	-26.1%	CC1C(=O)N(Cc2cn(Cc3ccco3)nn2)CCS(=O)(=O)N1Cc1ccc(-c2cccnc2)cc1 (stereo not drawn)
-67.5%	1.1%	CCOC(=O)c1cc2ccccc2n1C1CCN(CCc2ccccc2)CC1
5.0%	2.6%	Cc1ccsc1C(=O)N1CCCC1(C)C(=O)NCC(C)C (stereo not drawn)
-23.2%	1.4%	COc1ccc2c(CN3CCN(C(C)=O)CC3)cc(=O)oc2c1
0.2%	-17.1%	O=C(CC[C@H]1O[C@@H](n2ccc(=O)[nH]c2=O)[C@H](O)[C@@H]1O)N[C@H](Cc1ccccc1)C(=O)NCCCc1ccccc1
u	1.5%	CCOc1ccc(CCN2C(=S)N([C@@H](Cc3ccccc3)CN3CCC[C@@H]3CN3C(=S)NC[C@@H]3CC(C)C)C[C@@H]2Cc2ccccc2)cc1
-2.5%	11.7%	C[C@H](O)[C@@H]1C(=O)N2CCc3c([nH]c4ccccc34)[C@@H]2C[C@@H]1N(C)C(=O)c1cc(Cl)cc(Cl)c1
18.2%	-6.7%	CCOC(=O)C1=CCC2C(=O)N(C)C(=O)C12 (stereo not drawn)
39.8µM*	13.4%	CC(C)C[C@H]1CNC(=S)N1C[C@H]1CCCN1C[C@H](Cc1ccccc1)N1C[C@H](Cc2ccc(O)cc2)N(CC2CCCCCC2)C1=S
6.8%	4.7%	CCc1nc2c(OCc3ccccc3)cccn2c1N(C)C(=O)C(C)C
u	-8.6%	COc1cccc(CNC(=O)[C@@H]2CCCN2C(=O)[C@H]2CCCCN2C(=O)c2ccccc2)c1
-6.0%	3.0%	O=C(NCc1ccco1)c1ccc(-c2ccc(F)c(F)c2)c2ccoc12
-8.5%	-2.9%	CC(C)N(C)c1ncnc2c1ncn2[C@H]1CN(Cc2ccc(-c3ccccc3)cc2)C[C@@H](CO)O1
7.3%	19.6%	CCc1nc2ccc(C(=O)Nc3ccc(NC(C)=O)cc3)cn2c1N(CCC(C)C)CCN(C)C
-15.9%	14.4%	COc1cccc(C(c2nnnn2C2CCCC2)N2CCN(C/C=C/c3ccccc3)CC2)c1OC (stereo not drawn)
-16.9%	-5.7%	COc1ccc(F)cc1-c1cc(C(=O)NCc2cccc(C(F)(F)F)c2)[nH]n1
u	-1.0%	O=C1c2ccccc2C(c2nnnn2Cc2ccccc2)N1CCc1ccc(O)cc1 (stereo not drawn)
1.8%	3.8%	COc1cccc(CN2CCC2(C)C(=O)Nc2cccc(NS(C)(=O)=O)c2)c1OC (stereo not drawn)
0.2%	-2.6%	CC1(C(=O)NCc2cccc(C(F)(F)F)c2)CCN1Cc1ccc2ccccc2c1 (stereo not drawn)
1.7%	3.1%	CNc1ccc(-c2cc(OC)ccc2OC)cn1
-1.9%	1.5%	COc1ccccc1-c1cnc(C(O)c2ccc(Cl)cc2)[nH]1 (stereo not drawn)
-5.1%	0.1%	CC1(C(=O)Nc2ccc3c(c2)OCCO3)CCC(=O)N1CCOc1ccccc1 (stereo not drawn)
